Screening results deposited in PubChem BioAssay by Broad Institute.
SIRT5 block = SIRT5 desuccinylase inhibitors, primary screen, biochemical, fluorescence imaging, single point, set 5 | Purified SirT5, succinyl-peptide AMC, trypsin-coupled fluorescence | 1.1% of 330,000 active | AID 652115, 2013 | inhibition, % at 15 µM; in the data active = inhibition above about 15%
S100A4 inh HTS = inhibitors of S100A4-myosin IIA peptide binding, primary screen, biochemical, fluorescence polarization, TAMRA-MyoIIA peptide; Protein S100-A4 (Homo sapiens), P26447; inhibition, % at 10.7 µM; 0.14% of 360,000 active;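 active = mean inhibition of at least 70% across replicates, with every replicate also reaching that level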
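Material: S100A4 monomer protein | Medium: HEPES pH 7.2 with CaCl2, KCl, NaCl, DTT, Triton | Reagent: Labelled myosin peptide probe, 5 nM | Doses: One dose per compound | Times: 5 min incubation before reading | Benchmarks: Neutral control DMSO, positive control TFP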
PGC1a acetyl inh = inhibitors of PGC1a acetylation signal, primary screen, cell-based, U2OS, AlphaScreen, inhibitor mode. inhibition, % at 15.6 µM. AID 651687, 2012. AlphaScreen anti-acetyl-lysine; with virally co-expressed GCN5 acetyltransferase. 0.17% of 350,000 active;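 active = every replicate shows inhibition of at least 40%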;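 note: 0% = neutral control wells and 100% = positive control wells; some results beyond the cut were filed as inactive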
ERAP1 HTS inh = human ERAP1 aminopeptidase inhibitors, primary screen, biochemical, single point, plate reader | recombinant ERAP1, Leu-AMC fluorescence, 60 min | inhibition, % at 10.7 µM | 0.15% of 340,000 active;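 active = mean replicate inhibition of at least 30%, or all replicates individually reaching that 30% level; inactive = mean below 30% and not every replicate reaching it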;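 note: 0% = neutral control wells and 100% = L-leucinethiol positive control wells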
Target sequence (Q9NZ08 whole entry, looked up): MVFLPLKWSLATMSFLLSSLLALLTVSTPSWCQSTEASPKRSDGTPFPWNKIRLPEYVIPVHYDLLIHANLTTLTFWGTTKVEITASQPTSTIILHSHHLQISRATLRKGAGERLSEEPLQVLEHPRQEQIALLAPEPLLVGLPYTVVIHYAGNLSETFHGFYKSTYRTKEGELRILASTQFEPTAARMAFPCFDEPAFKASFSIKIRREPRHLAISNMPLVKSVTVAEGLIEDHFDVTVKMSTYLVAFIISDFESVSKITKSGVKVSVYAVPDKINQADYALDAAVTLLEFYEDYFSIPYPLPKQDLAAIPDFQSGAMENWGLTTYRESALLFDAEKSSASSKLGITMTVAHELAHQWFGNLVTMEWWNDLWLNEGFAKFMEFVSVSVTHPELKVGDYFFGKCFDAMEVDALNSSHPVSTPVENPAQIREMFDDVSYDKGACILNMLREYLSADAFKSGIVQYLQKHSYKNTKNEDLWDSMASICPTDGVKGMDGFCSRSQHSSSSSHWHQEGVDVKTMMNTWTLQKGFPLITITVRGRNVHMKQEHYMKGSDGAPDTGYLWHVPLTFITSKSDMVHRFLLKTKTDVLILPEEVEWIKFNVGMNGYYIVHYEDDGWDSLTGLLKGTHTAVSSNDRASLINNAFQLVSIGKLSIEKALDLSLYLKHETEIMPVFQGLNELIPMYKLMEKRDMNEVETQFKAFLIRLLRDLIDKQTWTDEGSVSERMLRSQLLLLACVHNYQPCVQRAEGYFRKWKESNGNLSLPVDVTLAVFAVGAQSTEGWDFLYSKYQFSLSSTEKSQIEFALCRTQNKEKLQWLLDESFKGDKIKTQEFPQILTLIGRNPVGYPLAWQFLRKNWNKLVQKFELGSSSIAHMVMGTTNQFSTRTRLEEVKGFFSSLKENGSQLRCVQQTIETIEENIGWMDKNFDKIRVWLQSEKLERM
Cneo AK release = Cryptococcus neoformans cell lysis inducers, primary screen, AK release luminescence, single concentration. C. neoformans lysis, adenylate kinase release luminescence, 4 h; normalised: neutral wells 0, clomiphene wells 100. lysis activity, % at 15 µM. 0.2% of 360,000 active. AID 651654, 2012;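 active = mean lysis activity across replicates of at least 80%, whatever share of replicates individually reach that level; inactive = mean lysis activity below 80%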
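Assay system: Cryptococcus neoformans yeast cells / Dosing: single-point compound dose / Timing: 4 h at 37 °C static, read 1 h later / Measured by: luminescence of released adenylate kinase using an AK detection reagent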
Xi reactivation = activators of inactive X chromosome reactivation, primary screen, imaging, XiGFP fibroblasts, GFP high-content imaging, set 2; XiGFP mouse fibroblasts, % GFP-positive cells imaging, 3 d; cells co-treated with 5-aza-dC sensitizer; scaled so ellipticine positive control = 100%; activation, % at 7.58 µM; 0.055% of 360,000 active; AID 743238, 2013;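 active = mean normalized replicate activation at least 10% and every replicate at or above 10%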;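 note: 0% = median of on-plate neutral control wells and 100% = ellipticine 6 µM median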
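Assay system: SV40-immortalized XiGFP fibroblast cells, line 68-5-11; buffer or medium: DMEM plus 5-aza-dC sensitizer; compound: one concentration, pinned; timing: compounds 3 days, fix/stain 15 min at room temperature; benchmarks: positive control ellipticine, 6 µM final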
C2C12 statin = suppressors of statin myotoxicity in C2C12 myotubes, primary screen, cell-based, single point, plate reader. C2C12 myotubes + simvastatin, ATP luminescence, 48 h; scaled: DMSO 0, geranylgeraniol control 100. rescue of ATP level, % at 7.49 µM. 0.78% of 330,000 active. AID 602340, 2012;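 active = mean ATP rescue above about 67%, or every replicate alone reaching that limit, limit read from the data, passing the limit was not always enough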;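 note: myotubes were challenged with 10 µM simvastatin during compound exposure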
LGR2 inh = inhibitors of bursicon-induced LGR2 CRE-luciferase signal, primary screen, cell-based, HEK293, CRE-luciferase reporter, bursicon stimulation; bursicon-stimulated, 4 h; inhibition, % at 9.99 µM; 0.35% of 380,000 active; AID 720647, 2013;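 active = drop in luminescence signal, shown as inhibition above about 50% in the replicate tests, limit read from the data, passing the limit was not always enough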;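 note: agonist challenge used bursicon conditioned medium at about half maximal strength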
Starred values were filed as active, the others as inactive; / = not tested or not shown. The list is partial; rates above refer to the full screens.

SMILES	SIRT5 block	S100A4 inh HTS	PGC1a acetyl inh	ERAP1 HTS inh	Cneo AK release	Xi reactivation	C2C12 statin	LGR2 inh
COc1ccc(-c2ccc(N3C(c4ccsc4)=Cc4ccc(F)cc4C3c3c[nH]c4ccccc34)cc2)cc1 (configuration not stated)	-3	-3	/	-3	/	0.0	/	4
NCCCCC(N)c1cn([C@@H](CCC(=O)O)C(=O)N2CCNCC2)nn1 (some centres not stated)	-4	-4	/	-1	-1	-0.2	6	-12
CCOC(=O)C1(Cc2ccccc2)CCN(Cc2cccc3nccnc23)CC1	5	-4	-3	-2	-5	0.4	12	0
CCOc1ccc(OCCCCn2cnc3ccccc3c2=O)cc1	1	-3	-7	-1	-4	0.0	3	-2
COc1ccc(S(=O)(=O)N[C@H]2C=C[C@H](CC(=O)NCc3ccccc3F)O[C@H]2CO)cc1	1	3	19	-6	-4	0.3	-2	1
COc1ccccc1S(=O)(=O)N(C)C[C@@H]1Oc2ncc(-c3ccc(C)cc3)cc2C(=O)N([C@H](C)CO)C[C@H]1C	2	0	3	5	0	-0.3	5	-25
CN1C(=O)c2cc(NC(=O)c3cnccn3)ccc2OC[C@H]2O[C@@H](CC(=O)N[C@@H]3CCN(Cc4ccccc4)C3)CC[C@@H]21	2	-5	4	-3	/	0.0	/	1
O=C(C[C@@H]1C/C=C\CCCC(=O)OC[C@@H](c2ccccc2)NC1=O)NCCO	/	-3	/	/	-1	0.0	-1	-3
C[C@@H]1CN([C@H](C)CO)C(=O)c2cc(NS(=O)(=O)c3ccc(F)cc3)ccc2O[C@@H](C)CCCCO[C@@H]1CN(C)Cc1ccncc1	3	-7	10	-1	0	0.7	/	2
C[C@H](CO)N1C[C@H](C)[C@@H](CN(C)C(=O)c2ccncc2)OCCCC[C@H](C)Oc2ccc(NC(=O)C3CCCCC3)cc2C1=O	/	/	30	/	/	1.9	24	-5
Cn1c(=O)c2c(SCC(=O)NCC3CCCO3)nc(CC(C)(C)C)nc2n(C)c1=O (configuration not stated)	-3	-3	6	3	2	0.2	6	-9
CCNC(=O)C[C@@H]1CC[C@@H]2[C@@H](COc3ccc(NC(=O)c4ccc(F)cc4)cc3C(=O)N2C)O1	-1	27	2	1	0	0.3	-9	14
Cc1ccc(C(=O)NNc2ncnc3ccccc23)cc1	-1	2	-22	/	-1	0.3	/	-29
CC(C)(C)OC(=O)NCCCCCNC(=O)c1nc[nH]c1C(=O)N1CCN(C(=O)OC(C)(C)C)CC1	/	-14	-8	/	-2	0.0	30	0
C=C(C)Cn1c(-c2cccc([N+](=O)[O-])c2)n[nH]c1=S	-2	8	/	0	/	0.0	/	21
O=C(N/N=C/c1ccccn1)C(=O)N1CCCCCC1	-3	0	3	0	-1	0.3	/	-1
COc1cc(OC)cc(-c2c(-c3ccc(F)cc3)c3cc(-c4ccc5[nH]ccc5c4)ccc3n2C)c1	/	-1	-1	1	1	0.0	6	-16
O=C(c1ccc(Cl)cc1)[C@@H]1[C@@H]2C(=O)N(c3ccc(Cl)cc3)C(=O)[C@@H]2C2c3ccccc3C=NN21 (some centres not stated)	-4	-6	/	2	/	0.1	/	2
CCN(CC)c1ccc(/C=N/NC(=O)c2ccoc2C)cc1	-1	-11	4	/	2	0.0	/	/
CC(=O)c1c(C)[nH]c(C(=O)Nc2ccc(Cl)cc2F)c1C	-4	7	/	-5	0	0.0	-5	-95

Complete entries, looked up by structure.
`C[C@@H]1CN([C@H](C)CO)C(=O)c2cc(NS(=O)(=O)c3ccc(F)cc3)ccc2O[C@@H](C)CCCCO[C@@H]1CN(C)Cc1ccncc1` is entered as SIRT5 block = 3; S100A4 inh HTS = -7; PGC1a acetyl inh = 10; ERAP1 HTS inh = -1; Cneo AK release = 0; Xi reactivation = 0.7; C2C12 statin = /; LGR2 inh = 2
`O=C(C[C@@H]1C/C=C\CCCC(=O)OC[C@@H](c2ccccc2)NC1=O)NCCO` is entered as SIRT5 block = /; S100A4 inh HTS = -3; PGC1a acetyl inh = /; ERAP1 HTS inh = /; Cneo AK release = -1; Xi reactivation = 0.0; C2C12 statin = -1; LGR2 inh = -3

Following part.
SMILES	SIRT5 block	S100A4 inh HTS	PGC1a acetyl inh	ERAP1 HTS inh	Cneo AK release	Xi reactivation	C2C12 statin	LGR2 inh
CCC(CO)Nc1ccc(-c2n[nH]c(=O)c3ccccc23)cc1[N+](=O)[O-] (configuration not stated)	0	-2	-2	0	-1	0.2	-7	-2
CC(=O)OCC(=O)C1(O)CCC2C3CC(C)C4=CC(=O)CCC4(C)C3C(O)CC21C (configuration not stated)	/	2	-4	4	1	0.2	10	9
O=C(/C=C/c1ccc2c(c1)OCO2)NC1CCCC1	1	-5	-39	-1	-3	-0.1	-3	-23
O=C(Nc1ccc(F)cc1)N[C@@H]1C[C@@H]2O[C@@H](CO)CC[C@@H]2O[C@@H]1CCc1ccc(-c2ccccc2)cc1	-2	3	6	0	/	/	/	/
C[C@@H]1CN([C@H](C)CO)C(=O)c2cc(NC(=O)CCN3CCOCC3)ccc2O[C@@H]1CN(C)Cc1ccc(C(=O)O)cc1	-4	-2	-10	2	-2	-1.3	14	-7
CCOC(=O)N1CCN(C(=O)C[C@@H]2C[C@@]3(C(=O)OC)CC(C)(C)CC=C3N(Cc3ccc4c(c3)OCO4)C2=O)CC1	-1	-3	/	-1	/	0.2	/	-6
CCOC(=O)C(NC(=O)c1ccccc1)(Nc1cccc(C)n1)C(F)(F)F (configuration not stated)	0	-3	-26	-2	16	0.0	12	22
CN(c1ccccc1)S(=O)(=O)c1ccc(NC(=O)COc2ccccc2)cc1	2	-3	/	-3	0	0.1	/	14
C[C@H](CO)N1C[C@H](C)[C@@H](CN(C)C(=O)c2ccncc2)Oc2cc(C#CC3CC3)ccc2S1(=O)=O	5	12	-6	2	-1	-0.7	-12	8
CCOc1ccc(Oc2ccc(Cl)cc2NC(=O)CCNC(C)=O)cc1	-3	-4	0	-1	1	0.0	5	15
C[C@@H]1CCCCO[C@H](CN(C)Cc2ccccc2)[C@H](C)CN([C@@H](C)CO)C(=O)c2cc(NC(=O)C3CCCCC3)ccc2O1	2	-2	-13	-2	0	3.2	/	14
Cc1ccc(S(=O)(=O)N(C)C[C@@H]2Oc3c(NS(=O)(=O)c4ccc(Cl)cc4)cccc3C(=O)N([C@@H](C)CO)C[C@@H]2C)cc1	0	-8	1	3	50	0.1	0	3
Cc1ccc(S(=O)(=O)N(C)C[C@H]2Oc3ccc(NC(=O)c4ccncc4)cc3CC(=O)N([C@H](C)CO)C[C@H]2C)cc1	-1	-3	4	1	0	0.0	6	4
N#Cc1cc(N2CCCCC2)c([N+](=O)[O-])cc1C#N	0	3	/	-1	/	-0.1	/	-1
Cc1ccc(C(CC(=O)N2CCCCC2)c2ccccc2)c(O)c1C (configuration not stated)	1	0	-10	4	-4	0.4	-2	0
COc1ccc(-c2cc(C(=O)OCC(=O)N3CCOCC3)c3ccccc3n2)cc1	/	-3	-2	1	-16	0.2	-7	-21
C[C@H]1CN([C@@H](C)CO)C(=O)Cc2cc(N(C)C)ccc2O[C@@H]1CN(C)S(=O)(=O)c1ccc(F)cc1	-1	-35	6	-1	1	-0.5	20	-10
COc1ccccc1NC(=O)N[C@H]1CC[C@@H](CCn2cc(-c3ccccc3)nn2)O[C@H]1CO	-4	-3	6	-2	4	0.5	2	-1
CN(CCc1ccccc1)C(CCc1ccccc1)C(=O)Nc1ccc2c(c1)OCCO2 (configuration not stated)	2	-5	-25	2	0	/	1	-3
COc1ccc2c3c(n(C)c2c1)[C@@H](CO)N(CC1CC1)CC31CCN(C(=O)Nc2c(C)noc2C)CC1	4	23	1	3	/	0.4	/	11
CCCc1cc(=O)[nH]c(SCC(=O)N2c3ccccc3NC(=O)C2(C)C)n1	1	6	-1	-2	-2	0.3	2	-22
N=C(c1ccc([N+](=O)[O-])cc1)N1CCCCCC1	1	4	2	0	/	0.1	/	-25
Cc1cccc(C(=O)NCC(=O)OCC(=O)NC2CCCCC2)c1	-4	-6	8	2	1	-0.1	2	-7
CCCN(CC(=O)Nc1ccccc1C)C(=O)C1CCN(S(=O)(=O)c2ccccc2C(F)(F)F)CC1	-1	-2	/	1	/	-0.1	/	-5

Exported field by field: entries from further up.
CCCc1cc(=O)[nH]c(SCC(=O)N2c3ccccc3NC(=O)C2(C)C)n1
  SIRT5 block: 1
  S100A4 inh HTS: 6
  PGC1a acetyl inh: -1
  ERAP1 HTS inh: -2
  Cneo AK release: -2
  Xi reactivation: 0.3
  C2C12 statin: 2
  LGR2 inh: -22

N=C(c1ccc([N+](=O)[O-])cc1)N1CCCCCC1
  SIRT5 block: 1
  S100A4 inh HTS: 4
  PGC1a acetyl inh: 2
  ERAP1 HTS inh: 0
  Cneo AK release: /
  Xi reactivation: 0.1
  C2C12 statin: /
  LGR2 inh: -25

Cc1cccc(C(=O)NCC(=O)OCC(=O)NC2CCCCC2)c1
  SIRT5 block: -4
  S100A4 inh HTS: -6
  PGC1a acetyl inh: 8
  ERAP1 HTS inh: 2
  Cneo AK release: 1
  Xi reactivation: -0.1
  C2C12 statin: 2
  LGR2 inh: -7
